Screening data deposited in PubChem by National Center for Advancing Translational Sciences (NCATS).
KinaseGlo FLuc: blocks Kinase-Glo luciferase, a counter-screen artifact | 200,000 compounds, 0.28% hits | Potency, µM (series often up to 38.3 µM), inactives show at the highest dose activity change, negative = inhibition, usual class: inhibitors | Q27757 | Kinase-Glo luciferase, ATP luminescence, 8 min | AID 1379; note: potency is the fitted concentration of half-maximal effect; % is set by controls: 0 for no effect and ±100 for the full control effect; nearly all actives have a fitted effect of over 60% in size
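Compound is pinned into ATP-containing buffer (10 uM ATP, imidazole pH 7.2, 7 mM MgCl2). Kinase-Glo luciferase reagent is then added. Light output is recorded following an 8-min room-temperature incubation.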
IMPase Li cell: IMPase inhibition in cells with lithium potentiation; CHO-M1 cells, IP1 TR-FRET (IP-One), carbachol + lithium; Potency, µM (highest dose often 59.4 µM), for the others: top-dose activity, negative = IMPase inhibition, most hits filed as inhibitors; 210,000 compounds, 0.35% hits; AID 1457;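 note: IP1 builds up when IMPase is blocked and the TR-FRET signal falls; potency is the fitted concentration of half-maximal effect; plate controls were basal vehicle for no effect and high inhibitor control for full effect; nearly all actives have a fitted effect of over 50% in size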
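Test compounds were applied to CHO-M1 cells previously cultured for 16–30 h at 2000 per well. A small lithium amount accompanied them; after 30 min at 37C, IP1 was quantified by TR-FRET.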
GLA spleen mod: inhibitors or activators of human alpha-galactosidase in spleen homogenate; P06280; human spleen homogenate, 4MU-alpha-Gal fluorescence, 40 min; Potency, µM (series often up to 80 µM), inactives show at the top dose activity change, negative = inhibition, actives largely listed as inhibitors; 240,000 compounds, 0.008% hits;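 note: potency is the fitted concentration of half-maximal effect; 0% = enzyme with vehicle and -100% = no enzyme basal signal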
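Fluorogenic readout (Ex 365/Em 440 nm) of 4-methylumbelliferone released from 1 mM 4-MU-alpha-galactoside by spleen homogenate, 40 min at 37C, pH 5.0. Data normalized to no-enzyme and enzyme controls; Hill-equation AC50 from compound titrations.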
CBFb-RUNX1 inh: CBF-beta/RUNX1 interaction disruption | Potency, µM (doses to about 59.8 µM), for the others: at the top dose activity, negative = inhibition, actives largely listed as inhibitors | AlphaScreen CBFb-His/RUNX1-biotin binding, biochemical | 230,000 tested, under 10 active | Q01196+Q13951; note: % of control where 0% means no effect
Target sequence (Q01196 whole entry, looked up): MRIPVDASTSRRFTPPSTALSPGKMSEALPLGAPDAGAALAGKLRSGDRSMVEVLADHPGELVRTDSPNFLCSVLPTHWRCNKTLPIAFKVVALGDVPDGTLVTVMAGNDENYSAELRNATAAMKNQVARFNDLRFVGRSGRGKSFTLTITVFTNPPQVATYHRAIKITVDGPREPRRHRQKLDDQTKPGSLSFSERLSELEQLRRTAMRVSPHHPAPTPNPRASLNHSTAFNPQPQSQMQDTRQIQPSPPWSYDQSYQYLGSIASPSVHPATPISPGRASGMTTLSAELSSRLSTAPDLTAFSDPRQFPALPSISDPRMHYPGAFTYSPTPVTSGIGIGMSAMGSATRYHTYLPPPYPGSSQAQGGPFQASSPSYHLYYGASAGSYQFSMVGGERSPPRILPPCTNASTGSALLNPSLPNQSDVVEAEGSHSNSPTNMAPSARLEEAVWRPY
Target sequence (Q13951 whole entry, looked up): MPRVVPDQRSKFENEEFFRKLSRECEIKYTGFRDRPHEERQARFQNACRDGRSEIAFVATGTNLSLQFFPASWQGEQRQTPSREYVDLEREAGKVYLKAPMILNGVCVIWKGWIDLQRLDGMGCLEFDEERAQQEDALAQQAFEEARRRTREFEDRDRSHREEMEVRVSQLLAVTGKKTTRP
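Interaction loss through any mechanism counts as activity. Pre-formed complex of His-CBF-beta and biotin-RUNX1 (30 nM apiece) is incubated with compound 15 min, then with 50 ng nickel and 50 ng streptavidin beads for 90 min before AlphaScreen detection.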
NPSR antag: blocks cAMP signaling of the human neuropeptide S receptor. Q6W5P4. CHO-NPSR cells, cAMP TR-FRET, antagonist mode. Potency, µM (highest dose often 38.3 µM), for inactives: top-dose activity change, negative = inhibition, hits mostly inhibitors. 220,000 compounds, 1% hits; note: potency is the fitted concentration of half-maximal effect; % is set by controls: 0 for no effect and ±100 for the full control effect; nearly all actives have a fitted effect of over 50% in size; many of its hits are not listed in these tables
Target sequence (Q6W5P4 whole entry, looked up): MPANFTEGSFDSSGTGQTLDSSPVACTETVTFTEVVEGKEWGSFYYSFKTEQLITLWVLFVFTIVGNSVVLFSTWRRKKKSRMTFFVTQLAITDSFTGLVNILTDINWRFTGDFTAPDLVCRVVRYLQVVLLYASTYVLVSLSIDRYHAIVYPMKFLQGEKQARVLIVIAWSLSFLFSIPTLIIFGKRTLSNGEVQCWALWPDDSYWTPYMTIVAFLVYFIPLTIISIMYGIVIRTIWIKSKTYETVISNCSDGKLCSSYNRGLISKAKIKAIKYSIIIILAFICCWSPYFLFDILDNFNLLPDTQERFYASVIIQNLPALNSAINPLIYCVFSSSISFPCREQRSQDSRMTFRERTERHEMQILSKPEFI
Epigenetic reg: regulators of epigenetic silencing causing reporter derepression in mouse cells; murine LDR cells, GFP reporter derepression, 30 h; Potency, µM (highest dose often 53.9 µM), inactives show at the highest dose GFP activation, actives largely listed as activators; 280,000 compounds, 0.2% hits; AID 1865; note: potency is the fitted concentration of half-maximal effect; % of control where 0% means no effect; nearly all actives have a fitted effect of over 60% in size
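GFP-positive cell count by laser-scanning cytometry (objects 20–120 um) after 30 h, 37 C compound exposure of murine LDR cells; reporter is CMV-GFP integrated at a silenced locus, inducible by HDAC or DNMT inhibitors.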
LMNA splice mod: LMNA splicing modulation; HeLa LMNA splicing GFP/RFP minigene ratio, 48 h; Potency, µM (doses to about 46.1 µM), without a hit: at the highest dose ratio change, negative = inhibition, most hits filed as inhibitors; 200,000 compounds, 0.01% hits; AID 1487; active = well fitted inhibition curve with a large enough effect in the signal ratio, with a control signal flat, not every such curve was filed as active; inconclusive = small, poorly fitted or top-dose-only effect, or effect the other way, or a change in a side signal; the % refers to the signal ratio; note: potency is the fitted concentration of half-maximal effect; % is set by controls: 0 for no effect and ±100 for the full control effect
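S3 HeLa stable clones carrying a lamin A-EGFP splicing minigene plus DsRed2 were seeded at 600 cells/well in Opti-MEM with 2% FBS, pin-dosed and incubated 48 h at 37°C. Acumen cytometry (488 nm) gave the GFP/RFP total-intensity ratio.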
The depositor's hits bear a star; ? = inconclusive; . = no result given; [ ] = another dose, or the depositor's remark. Unless noted, calls come from the whole dose curve; as a rule, active = well fitted curve in the direction sought with a large enough effect; inconclusive = small, poorly fitted or top-dose-only effect, or another doubt; inactive = no such curve, though single readings can be large; an effect the other way counts as inactive or inconclusive. An excerpt (hit frequency here may not be typical).

Structure | KinaseGlo FLuc | IMPase Li cell | GLA spleen mod | CBFb-RUNX1 inh | NPSR antag | Epigenetic reg | LMNA splice mod
CCOC(=O)N1N=C(CC)CC1(O)C(F)(F)F (configuration not stated) | 1% | 9% | 5% | -6% | -1% | 1.0% | -3%
CC(C)OC(=O)CC12CN3CC(CC(=O)OC(C)C)(CN(C1)C(=O)c1ccccc1C3=O)C2=O | 2% | 15%[38.3 µM] | 5% | 10% | 2%[46.1 µM] | 3.1% | -1%
CC1=NCCN1CCNC(=O)Nc1cc(C)cc(C)c1 | . | . | 2% | 10% | -17% | -1.3% | .
Cc1ccc(-n2ncc3c(=O)n(CC(=O)Nc4cccc(Cl)c4)cnc32)cc1C | -3% | 0%[38.3 µM] | -2% | -2% | ? | 0.0% | 7%
N/C(Cc1ccc([N+](=O)[O-])cc1)=N\OC(=O)Cc1ccccc1 | -3% | 0% | -2% | -11% | 18% | 1.0% | 0%
O=C(NCCN1C(=O)C2C3C=CC(C3)C2C1=O)NCc1ccccc1 (configuration not stated) | -1% | -11%[38.3 µM] | -1% | -3% | -16%[46.1 µM] | 1.9% | -3%
Cc1ccc(CNC(=O)CN2CCN(Cc3ccc(Cl)cc3)C2=O)cc1 | 0% | 22%[38.3 µM] | 1% | -5% | 4%[46.1 µM] | 2.1% | 1%
CC1=C(C(=O)Nc2ccccc2)C(c2ccc(C)o2)n2c(s/c(=C/c3ccccc3)c2=O)=N1 (configuration not stated) | -2% | -9%[38.3 µM] | 2% | 3% | -25%[46.1 µM] | -1.9% | 2%
COc1ccc2nc(NC(=S)N(C)C)sc2c1 | -5% | 51%[activator][38.3 µM] | -1% | ? | ? | -0.7% | ?
CC(=O)Nc1ccc(S(=O)(=O)NCC(=O)OCc2ccccc2)cc1 | 5% | 1% | -16% | 6% | 9% | -0.9% | 13%
CN(C)S(=O)(=O)c1ccc(Cl)c(C(=O)NCc2ccco2)c1 | -5% | -1%[38.3 µM] | 1% | 1% | -6%[46.1 µM] | -2.0% | -5%
O=[N+]([O-])c1cc(S(=O)(=O)N2CCCCCC2)ccc1Cl | -1% | 16% | -4% | -12% | -41% | ? | -20%[46 µM]
COc1ccc(NC(=O)COC(=O)C2CC3C=CC2C3)cc1 (configuration not stated) | 3% | -2% | -5% | 7% | 8% | -0.1% | -24%[46 µM]
Fc1cccc(CN2CCN(C(=S)NCCc3ccccc3)CC2)c1 | -3% | 0% | 1% | 6% | -10% | -0.6% | ?
CCOC(=O)c1c(N)nn(C(=O)C(C)C)c1-c1ccc(OC)cc1 | -3% | 40%[activator][38.3 µM] | -17% | 7% | -19%[46.1 µM] | -0.6% | 1%
CCNc1ncc2nc(-c3ccc(OC)cc3)c(=O)n(CCC#N)c2n1 | . | -14% | 23% | . | . | . | 4%
CCOc1ccc2[nH]c(=O)c(C(c3nnnn3Cc3ccco3)N3CCN(C)CC3)cc2c1 (configuration not stated) | -5% | 32%[activator] | -7% | . | ? | 18% | ?
S=C(Nc1ccc(Oc2ccccc2)cc1)NC1CCCCCC1 | 2% | 22% | -2% | 0% | -31% | 1.0% | ?
N#CC1=C(N)SC(N)=C(C#N)C1C1C=CCCC1 (configuration not stated) | 3% | -7% | -5% | 4% | 0%[46.1 µM] | 1.7% | -13%
Cc1ccc(C(=O)N(c2ccccc2)C2CC(C)N(C(=O)c3ccco3)c3ccccc32)cc1 (configuration not stated) | -7% | 41%[38.3 µM] | -11% | -7% | ? | 0.0% | ?
Cc1ccc2[nH]c(=O)c(CN(CC3CCCO3)C(=O)c3ccco3)cc2c1 (configuration not stated) | -4% | 12%[38.3 µM] | 0% | 3% | -18%[46.1 µM] | -1.0% | 12%
Cn1cc(CN2CCC(N3CCNC(=O)CC3)CC2)c(-c2ccccc2F)n1 | -4% | 11% | 3% | ? | -2% | 2.1% | .
Oc1ccc(C(c2nnnn2C2CCCCC2)N2CCOCC2)cc1 (configuration not stated) | 0% | 2% | -3% | -2% | -19% | -5.7% | 19%[46 µM]
O=C(O)/C=C/c1cn(-c2ncc(C(F)(F)F)cc2Cl)c2ccccc12 | -5% | -9%[38.3 µM] | -11% | -1% | -23%[46.1 µM] | 0.2% | 13%
Cc1ccccc1Oc1nc2ccccc2n2cnnc12 | 7% | ? | 2% | 3% | 3% | -0.1% | .
COc1ccc(OC)c(C(=O)c2coc3ccc(OC(C)=O)cc23)c1 | -1% | 2% | 12% | -10% | -1% | -0.1% | ?
O=C(c1ccc(N2CN(C(=O)c3ccco3)c3nc4ccccc4nc32)cc1)N1CCOCC1 | -5% | 13%[38.3 µM] | 0% | 2% | ? | 6.7% | -3%
Cc1ccc(C(C)NC(=O)C2CCCO2)cc1C (configuration not stated) | -1% | 11% | -3% | 6% | 7%[46.1 µM] | 0.1% | -10%
O=c1oc(-c2ccco2)nc2sc3c(c12)CCCCC3 | -20% | 4% | 0% | -2% | -18% | 3.2% | .
Cc1ccc(-c2nc3ccccc3c(=O)n2CCCn2ccnc2)cc1 | 2% | -3%[38.3 µM] | 3% | 6% | -6%[46.1 µM] | 0.6% | 14%
COC(=O)C1=C(C)N=C2SC(C)C(=O)N2C1c1ccc(C(=O)OC)cc1 (configuration not stated) | -1% | 22%[38.3 µM] | -1% | 5% | ? | -0.4% | 16%
CN(Cc1ccccc1)C(=O)COC(=O)c1ccc2ccccc2n1 | 1% | -5% | 1% | -3% | -6% | 1.5% | 29%[46 µM]
CC(C)OC(=O)CCC/C=C\C[C@@H]1[C@@H](CC[C@@H](O)CCc2ccccc2)[C@H](O)C[C@@H]1O | . | . | 7% | 21% | -19% | -1.1% | .
CC(C)(C)c1cc(CN2CCC(O)CC2)cc(C(C)(C)C)c1O | -1% | 13%[38.3 µM] | 2% | -4% | 9%[46.1 µM] | 1.2% | -14%
O=c1c2c3c(sc2ncn1/N=C/c1ccc(Br)o1)CCCC3 | . | . | 14% | 5% | -10%[46.1 µM] | 0.5% | 10%
O=C(Nc1ccc(Cl)cn1)c1ccc([N+](=O)[O-])o1 | -10% | 8% | 15% | -6% | 8% | -4.2% | ?
CC(NC(=O)c1sc2cc([N+](=O)[O-])ccc2c1Cl)C(C)(C)C (configuration not stated) | . | . | -2% | -3% | -26%[46.1 µM] | 0.0% | 0%
O=C(CCCOc1ccccc1)NCC1CCCO1 (configuration not stated) | -7% | -7%[38.3 µM] | -5% | 1% | -28%[46.1 µM] | 8.5% | 13%
O=C(CCCOc1ccc(Cl)cc1Cl)Nc1ccccn1 | -2% | 14% | -6% | 7% | -16% | 3.1% | .
Cc1ccccc1-c1nc(CN2CCC(C(=O)O)CC2)c(C)o1 | -3% | -5%[38.3 µM] | 1% | 1% | -3%[46.1 µM] | 0.4% | 0%
CCS(=O)(=O)N1Cc2ccccc2CC1C(=O)N1CCN(c2cccc(C)c2C)CC1 (configuration not stated) | -6% | 18%[38.3 µM] | -5% | -28% | -6%[46.1 µM] | 3.5% | -14%
CCC(C)Sc1nnc(Cc2cc(=O)[nH]c(=O)[nH]2)n1-c1ccc(OC)cc1 (configuration not stated) | 0% | 2%[38.3 µM] | -7% | 0% | 0%[46.1 µM] | 3.7% | 1%
CC(C)CC1=NN(C(=O)c2cccnc2)C(O)(C(F)(F)F)C1 (configuration not stated) | 2% | -4% | 0% | 5% | 10% | 1.5% | -3%
Cc1cccc(-n2[nH]c(C)c(C=Nc3ccc4[nH]c(=O)[nH]c4c3)c2=O)c1 | -1% | 2% | -1% | -1% | 17% | ? | -12%
COc1ccc(/C=C(\NC(=O)c2ccco2)C(=O)NCCc2nc3ccccc3[nH]2)cc1 | . | . | 7% | 6% | -19% | 1.1% | 24%[46 µM]
Cc1nn(-c2ccccc2)nc1-c1nnc(-c2ccc(C(F)(F)F)cc2)o1 | . | . | 10% | -5% | -24% | 0.1% | .
Nc1c(C(=O)N/N=C/c2ccc([N+](=O)[O-])cc2)cnn1-c1ccccc1 | . | . | 5% | 8% | 1% | 2.1% | .
COc1ccccc1/C=N/NC(=O)C1=NNC(c2ccccc2)(c2ccccc2)C1 | -1% | -1% | -4% | -11% | -17%[46.1 µM] | -2.4% | 5%
CN(CCC#N)C(=O)COC(=O)c1cc(Cl)cc(Cl)c1N | -1% | -10% | ? | 4% | -5% | 2.6% | -4%[46 µM]
O=C(NC1CCCC1)C1CC(=O)N(C2CCCCCCC2)C1 (configuration not stated) | -7% | 2%[38.3 µM] | 4% | -1% | -4%[46.1 µM] | -2.1% | 0%

Three entries from above, as labelled records:
O=C(NC1CCCC1)C1CC(=O)N(C2CCCCCCC2)C1 (configuration not stated)
  KinaseGlo FLuc: -7%; IMPase Li cell: 2%[38.3 µM]; GLA spleen mod: 4%; CBFb-RUNX1 inh: -1%; NPSR antag: -4%[46.1 µM]; Epigenetic reg: -2.1%; LMNA splice mod: 0%

O=C(CCCOc1ccccc1)NCC1CCCO1 (configuration not stated)
  KinaseGlo FLuc: -7%; IMPase Li cell: -7%[38.3 µM]; GLA spleen mod: -5%; CBFb-RUNX1 inh: 1%; NPSR antag: -28%[46.1 µM]; Epigenetic reg: 8.5%; LMNA splice mod: 13%

Cc1ccc(-c2nc3ccccc3c(=O)n2CCCn2ccnc2)cc1
  KinaseGlo FLuc: 2%; IMPase Li cell: -3%[38.3 µM]; GLA spleen mod: 3%; CBFb-RUNX1 inh: 6%; NPSR antag: -6%[46.1 µM]; Epigenetic reg: 0.6%; LMNA splice mod: 14%

Further structures:
Structure | KinaseGlo FLuc | IMPase Li cell | GLA spleen mod | CBFb-RUNX1 inh | NPSR antag | Epigenetic reg | LMNA splice mod
O=C(CN1CCN(c2ncccn2)CC1)Nc1ccccc1-n1cccc1 | -2% | 15%[38.3 µM] | -1% | 1% | -5%[46.1 µM] | 1.3% | 9%
CC1=C(C(=O)N2CCOCC2)C(c2ccc(Br)cc2)NC(=S)N1c1ccccc1 (configuration not stated) | 8% | -8% | 3% | 0% | 10% | 1.1% | -4%[46 µM]
Cc1[nH]c2ccccc2c1-c1csc(NC(=O)CSCC(=O)O)n1 | . | . | -12% | -10% | -3% | -1.0% | .
N#Cc1c(NC(=O)C2CCCO2)sc2c1CCCCCC2 (configuration not stated) | 2% | 13% | 10% | 7% | -8% | -1.9% | ?
CCOc1ccc(NC(=O)N(CCN(C)C)C(C)c2ccncc2)cc1 (configuration not stated) | -1% | 17%[38.3 µM] | -3% | 3% | 9%[46.1 µM] | 0.0% | 8%
